NCI-60 one-dose screen, 48 h, at 10 µM unless noted. Numbers give growth in % (100 = growth as untreated, 0 = no growth, -100 = all killed).
HCT-15: HCT-15 colon cancer; actives 5.2% (n = 82,000); AID 1794746
NCI-H322M: NCI-H322M lung cancer | actives 2.7% (n = 80,000) | AID 1794733
COLO 205: COLO 205 colon cancer. actives 7.3% (n = 79,000). AID 1794742
NCI-H460: NCI-H460 lung cancer; actives 6.8% (n = 82,000)
HCT-116: HCT-116 colon cancer. AID 1794798. actives 7.3% (n = 82,000)
SW-620: SW-620 colon cancer; actives 5.2% (n = 82,000); AID 1794795
KM12: KM12 colon cancer cells. actives 5% (n = 82,000)
NCI-H226: NCI-H226 lung cancer; actives 3.5% (n = 79,000)
HT29: HT29 colon cancer; actives 7.4% (n = 81,000); AID 1794748
The depositor's hits bear a star; x = not tested or not shown; & = joins results of further samples. How the source made its calls: active means growth percent below 10; inactive means the rest.

Sample of the layout (4 entries):
Each structure is followed by: HT29	HCT-116	KM12	COLO 205	NCI-H322M	SW-620	NCI-H460	HCT-15	NCI-H226
C=CCOCCN(CC)CC
 : 102	94	98	115	114	95	112	96	101
CCc1cc(O)cc(C)c1Cl
 : 99	97	104	111	132	104	108	111	105
COc1ccc(C(=O)/C=C/c2ccc(C)cc2)cc1OC
 : x	30	20	83	75	25	81	47	74
Nc1cc(-c2ccc3c(c2)OCCO3)nn1-c1nc2ccccc2[nH]1
 : 95	92	89	99	93	102	101	96	87

This part in full, from the first entry:
Each structure is followed by: HT29	HCT-116	KM12	COLO 205	NCI-H322M	SW-620	NCI-H460	HCT-15	NCI-H226
C=CCOCCN(CC)CC
 : 102	94	98	115	114	95	112	96	101
CCc1cc(O)cc(C)c1Cl
 : 99	97	104	111	132	104	108	111	105
COc1ccc(C(=O)/C=C/c2ccc(C)cc2)cc1OC
 : x	30	20	83	75	25	81	47	74
Nc1cc(-c2ccc3c(c2)OCCO3)nn1-c1nc2ccccc2[nH]1
 : 95	92	89	99	93	102	101	96	87
Cn1c(=O)c(C#N)c(-c2ccco2)n2c(=S)[nH]nc12
 : 112	x	113	116	105	106	99	93	99
CC(=O)CN1CCCCC1
 : 97	102	108	109	99	113	105	103	99
CCOC(=O)C1=C(C(=O)c2ccccc2)C(c2cccc(OC)c2)NC(=S)N1 (stereo not drawn)
 : 105	110	112	123	99	104	108	100	100
C(#Cc1ccccc1C#Cc1ccccn1)c1ccc(OCCCCCCOc2ccc(C#Cc3ccccc3C#Cc3ccccn3)cc2)cc1
 : 93	38	37	120	68	63	20	41	67
O=c1c2ccccc2n(CC(O)CN2CCCC2)c2c(Br)cccc12 (stereo not drawn)
 : 103	90	94	82	110	95	106	103	122
C1=C(c2ccccc2)CCCCC1
 : 103	110	102	109	105	110	111	105	93
COc1ccc(OC)c(-c2c(C#N)c(-c3ccccc3)nc3c2c(-c2ccccc2)nn3-c2ccccc2)c1
 : 89	93	96	102	87	97	104	92	87
Cc1ccc(S(=O)(=O)n2cc(C=O)c3ccccc32)cc1
 : 108	90	105	108	88	93	104	81	85
O=C(O)c1ccc(-c2nn(-c3ccc(C(F)(F)F)cc3)cc2CNc2cccc(F)c2)cc1
 : 101	91	98	112	91	103	102	76	100
CCCCCCCCCCCCCCCCCCC(CO)CO
 : 106	109	103	98	93	104	105	104	96
COC1CC(N)C2OC(c3ccccc3)OCC2O1 (stereo not drawn)
 : 103	102	103	113	107	100	103	97	104

Limited to HCT-116 and NCI-H460, for some of the entries so far:
smiles	HCT-116	NCI-H460
Cc1ccc(S(=O)(=O)n2cc(C=O)c3ccccc32)cc1	90	104
O=C(O)c1ccc(-c2nn(-c3ccc(C(F)(F)F)cc3)cc2CNc2cccc(F)c2)cc1	91	102
CCCCCCCCCCCCCCCCCCC(CO)CO	109	105

(next part)
Each structure is followed by: HT29	HCT-116	KM12	COLO 205	NCI-H322M	SW-620	NCI-H460	HCT-15	NCI-H226
Cc1nc2nc(SCCC(=O)O)[nH]c2c(=O)[nH]1
 : 84	86	104	98	102	99	106	107	92
O=C(OCCCCOC(=O)c1ccccc1)c1ccccc1
 : 94	91	97	101	111	99	105	98	96
Cc1nc2sc(C(=O)Nc3ccccn3)c(N)c2cc1C(C)O (stereo not drawn)
 : 27	48	37	75	83	49	80	36	86
O=CN1N=C(c2ccc(Cl)cc2)CC1c1sc(N2CCOCC2)nc1Cl (stereo not drawn)
 : 85	87	95	102	87	101	103	99	79
O=C(O)c1ccccc1/C=N/NC(=O)c1cnc2n(c1=O)CCCCC2
 : 109	94	109	109	103	102	111	100	98
COc1cc(C2SCC(=O)N2c2ccc(F)cc2)ccc1OCC(=O)Nc1ccc(C(C)=O)cc1 (stereo not drawn)
 : 105	98	103	110	99	104	107	97	99
CCCC(C)(C)COC(=O)c1ccccc1Cl
 : 93	96	104	105	94	102	113	102	95
CC(=O)Nc1ccccc1-c1ccccc1
 : 108	88	77	120	95	91	94	79	120
CCOC(=O)C(Nc1ccc(F)cc1)c1ccc(NC)cc1 (stereo not drawn)
 : 97	100	91	103	84	100	102	98	103
COc1ccc(C(=O)CCC(=O)O)c2ccccc12
 : 104	89	107	104	113	98	99	99	102
COc1ccccc1NC(=S)N/C=C(\C#N)C(=O)c1ccc2ccccc2c1
 : 110	93	99	99	90	100	101	101	86
Cc1nnc(Cc2ccco2)c2n[nH]c(C)c12
 : 102	100	104	111	108	105	106	101	97
O=C(N/C(=C/c1cn(-c2ccccc2)nc1-c1ccccc1)c1nc2ccccc2[nH]1)c1ccccc1
 : 98	85	99	110	92	111	112	93	103
O=C(CCCCCOc1ccc(NC(=O)Nc2ccc(Cl)cc2)cc1)Nc1ccccn1
 : 100	94	92	105	96	104	105	108	87
Cc1ccc(CCO)c(C)c1
 : 100	117	109	111	122	116	116	107	105

Entries shown so far that have a furan ring, fused or not:
Each structure is followed by: HT29	HCT-116	KM12	COLO 205	NCI-H322M	SW-620	NCI-H460	HCT-15	NCI-H226
Cn1c(=O)c(C#N)c(-c2ccco2)n2c(=S)[nH]nc12
 : 112	x	113	116	105	106	99	93	99
Cc1nnc(Cc2ccco2)c2n[nH]c(C)c12
 : 102	100	104	111	108	105	106	101	97

Remaining list, next part
Each structure is followed by: HT29	HCT-116	KM12	COLO 205	NCI-H322M	SW-620	NCI-H460	HCT-15	NCI-H226
Nc1nc(N)c2cc(S(=O)(=O)c3ccccc3)ccc2n1
 : 15&23	13&16	29&33	58&54	42&44	25&22	15&18	26&28	79&63
CCOC(=O)c1cc2nc(OCC)nc(OCC)c2[nH]1
 : 108	98	119	110	104	116	115	122	105
COc1ccc(OC)c(C(=O)NNC(=O)c2cc(OC)c(OC)c(OC)c2)c1
 : 78	100	110	101	110	102	103	110	96
Cc1cccc2ccccc12
 : 96	96	106	117	103	102	104	93	97
O=C1N/C(=N\c2nnc(-c3ccc(O)cc3)s2)S/C1=C\c1ccccc1O
 : 115	92	97	114	92	96	102	93	100
COc1cc(NC(C)=O)c2ncccc2c1NC(C)=O
 : 110	98	110	117	104	106	110	109	97
Cc1ccc(Sc2oc(-c3ccc(C)cc3)nc2P(=O)(O)O)cc1
 : 105	105	107	139	97	116	124	107	94
COc1ccc(C2CC(=O)Nc3ncn(-c4ccc(F)cc4)c32)cc1O (stereo not drawn)
 : 79	82	100	107	100	101	105	104	99
COC(=O)CSc1ccc(Cl)cc1
 : 103	96	111	108	102	106	109	106	123
COc1ccc(N2[C@@H](CC3=CCCC3)[C@@]3(O)CC[C@@H](O)[C@@H](OC)[C@@H]3[C@@]2(C)[C@H](O)CC=C(C)C)cc1
 : 70	65	79	72	95	91	77	74	84
S=C(Nc1ccc(C2=NCCN2)cc1)Nc1ccc(C2=NCCN2)cc1
 : 101	107	101	x	117	107	106	101	87
Cc1cc(=O)c2c(N(C)C)cccc2[nH]1
 : 69	81	95	87	97	98	85	90	x
COc1ccccc1/C=c1\sc2ncnn2c1=O
 : 119	95	108	138	113	122	104	100	x
CCCCCCCCCC[N+](C)(C)C
 : 8.2*	22	-51*	-50*	76	19	13	39	45
CCOC(=O)c1ccc[nH]1
 : 106	94	108	134	84	113	105	94	99
O=C(/C=C/C12c3ccccc3C(c3ccccc31)C1C(=O)NC(=O)C12)c1ccc(Br)cc1 (stereo not drawn)
 : 20	27	55	59	56	15	35	36	94
CC(=O)OCC1OC(OCC2OC(OC(C)=O)C(OC(C)=O)C(OC(C)=O)C2OC(C)=O)C(OC(C)=O)C(OC(C)=O)C1OC(C)=O (stereo not drawn)
 : 103	99	108	107	101	105	104	97	83
CCC1(c2ccccc2)CN(C)C1=O (stereo not drawn)
 : 111	107	102	104	102	100	107	101	91
CS(=O)(=O)Nc1ccc(C(=O)NC(C(=O)NO)c2ccc(Cl)cc2)cc1 (stereo not drawn)
 : 103	100	107	109	98	101	109	97	x
CC(C)(C)n1cc(-c2ccnc(NCCCNS(=O)(=O)c3ccc(C(F)(F)F)cc3)n2)c(-c2ccc(F)c(O)c2)n1
 : 26	49	64	86	93	72	79	40	70
Cc1nc(-c2cc3ccccc3oc2=O)ccc1C(=O)/C=C/c1c[nH]c2ccccc12
 : 116	106	107	115	101	101	109	104	103
CC(=O)O/N=C(/C)c1ccccc1
 : 104	105	103	107	92	109	111	105	93
O=C(/C=C/c1ccc2c(c1)OCO2)C1CC1
 : 113	111	110	116	111	109	105	96	119
O=C1N(CCO)C=C(S(=O)(=O)c2ccccc2)C2=NCCCN12
 : 107	97	106	117	93	95	98	103	103
COC(=O)c1nn2c(c1C(=O)OC)CC1C(=O)N(c3ccccc3)C(=O)C1C2 (stereo not drawn)
 : 102	100	114	154	101	134	111	122	99
CC1=NN(c2ccccc2)C(=O)/C1=C\c1cc(=O)oc2ccc(C)cc12
 : 91	72	62	85	95	82	86	77	90
Brc1ccc(Nc2nnc(-c3c[nH]c4ccccc34)o2)cc1
 : 102	95	96	116	92	101	104	95	87
NC(=O)c1nnsc1-c1ccco1
 : 105	109	109	115	118	107	111	97	103
O=S(=O)(OCCCl)c1ccc(Cl)c(Cl)c1
 : 100	100	94	112	99	101	98	98	95
O=C(O)c1ccccc1C(=O)Nc1ccc(S(=O)(=O)Nc2nccs2)cc1
 : 106&104	94&109	111&108	106&110	104	109&109	112&108	97&104	100
COc1ccc(/C=C/C(=O)Oc2cc(C)c3sc(=O)[nH]c3n2)cc1
 : 103	111	100	117	104	97	102	106	98
CCc1c(C)c2cc3nc(-c4cc(OC)c(OC)c(OC)c4)oc3c(C)c2oc1=O
 : 92	91	102	98	92	107	105	100	105
CCOC(=O)C1Cc2ccccc2OC1=O (stereo not drawn)
 : 118	106	108	126	100	118	105	97	99

Compound activity as filed in PubChem BioAssay.
